Screening results from PubChem.
DUSP3 inh = blocks human VHR1 dual specificity phosphatase. P51452. recombinant VHR phosphatase, pNPP absorbance. inhibition, % at 13.3 µM. actives 0.52% (n = 290,000); in the data active means inhibition above about 50%; further: some compounds called inactive have numbers as strong as hits
Target sequence (P51452 whole entry, looked up): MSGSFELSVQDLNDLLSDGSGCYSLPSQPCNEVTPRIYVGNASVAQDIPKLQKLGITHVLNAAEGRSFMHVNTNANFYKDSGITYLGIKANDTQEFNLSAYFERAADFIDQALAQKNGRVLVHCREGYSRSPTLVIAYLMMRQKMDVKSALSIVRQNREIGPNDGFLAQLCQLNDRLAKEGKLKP
Vc quorum ag = inducers of Vibrio cholerae quorum light production without autoinducers; V. cholerae BH1578 lux reporter, luminescence, 6 h; actives 0.16% (n = 350,000); activation, % at 18.7 µM; in the data active means activation mostly above about 9.7%, no sharp cut-off; further: not every result past the cut was called active; inactives centre near 0; reference of the scale not given here
PriA SSB inh = blocks PriA binding to SSB C-terminal tail. inhibition, % at 33 µM. actives 0.6% (n = 430,000). AID 1272365. AlphaScreen SSBct-PriA binding, biotinylated peptide; in the data active means inhibition mostly above about 37%, no sharp cut-off; inactive means mostly below about 20%;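 further: plate controls were negative control peptide for no effect and reference peptide for full effect; strong numbers were not always called active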
CCHF vOTU inh = CCHFV vOTU protease inhibition; Pep-AMC fluorescence; inhibition, % at 11.5 µM; actives 0.55% (n = 370,000); in the data active means inhibition above about 30%; further: 0% = vehicle wells with enzyme and 100% = no enzyme wells
Rv3671c protease = inhibits the M. tuberculosis serine protease Rv3671c | P9WHR9 | inhibition, % at 5.96 µM | actives 0.048% (n = 320,000) | AID 2606; in the data active means inhibition above about 38%;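 further: extracellular domain of Rv3671c used as enzyme; 0% = enzyme with DMSO and 100% = no enzyme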
Target sequence (P9WHR9 whole entry, looked up, the tested form may be a part): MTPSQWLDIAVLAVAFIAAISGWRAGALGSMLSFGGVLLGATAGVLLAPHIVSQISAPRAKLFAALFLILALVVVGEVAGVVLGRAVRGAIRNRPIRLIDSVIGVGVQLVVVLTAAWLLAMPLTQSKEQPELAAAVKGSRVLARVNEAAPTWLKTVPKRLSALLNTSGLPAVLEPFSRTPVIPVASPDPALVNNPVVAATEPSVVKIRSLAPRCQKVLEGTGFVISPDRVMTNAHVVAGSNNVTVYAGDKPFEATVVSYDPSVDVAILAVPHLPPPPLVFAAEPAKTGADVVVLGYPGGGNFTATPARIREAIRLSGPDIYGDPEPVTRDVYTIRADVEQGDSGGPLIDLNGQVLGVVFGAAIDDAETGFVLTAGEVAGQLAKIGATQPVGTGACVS
Y pestis TopoI = blocks Yersinia pestis topoisomerase I activity; Y. pestis Topo-I cleavage product accumulation, plate reader; activity, % at 10 µM; actives 0.064% (n = 360,000); AID 504884; in the data active means activity above about 50%, passing the limit was not always enough; further: inactives centre near 2
MazF activator = activators of E. coli MazEF toxin-antitoxin RNase | FAM/BHQ RNA-DNA oligo cleavage fluorescence, 5 h | actives 0.32% (n = 350,000) | activation, % at 20 µM; in the data active means activation above about 50%
Target sequence (P0AE70 whole entry, looked up): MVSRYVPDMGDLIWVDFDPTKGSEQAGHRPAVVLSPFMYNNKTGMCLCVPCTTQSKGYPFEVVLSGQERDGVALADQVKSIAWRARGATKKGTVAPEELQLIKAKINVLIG
PrPC surface inh = inhibitors of human cell surface prion protein PrPC | TR-FRET read-out | AID 720596 | actives 0.43% (n = 370,000) | inhibition, % at 13.8 µM | P04156; in the data active means inhibition above about 24%; further: 0% = median of the test wells and 100% = reference compound wells
3CLpro inhibitor = SARS-CoV 3CLpro protease inhibition; P0C6X7; recombinant SARS-CoV 3CLpro, quenched FRET peptide cleavage; inhibition, % at 6 µM; actives 0.14% (n = 290,000); in the data active means inhibition above about 12%
TcdB inh = TcdB glycohydrolase inhibition. TcdB glycohydrolase enzymatic assay, plate reader. actives 0.24% (n = 350,000). inhibition, % at 9.99 µM. AID 652162; in the data active means inhibition above about 10%
Numbers without * were called inactive; & = joins results of further samples. Only part of the results is shown; count on the stated rates, not on these rows.

For COc1cc(C(=O)N2C(=O)CCC2=O)cc(OC)c1OC the results were DUSP3 inh 1, Vc quorum ag -0.4, PriA SSB inh -14, CCHF vOTU inh -10, Rv3671c protease 5, Y pestis TopoI -5, MazF activator -18, PrPC surface inh 4, 3CLpro inhibitor 2 and TcdB inh 1.7.
Cn1c(CCC(=O)Nc2ccccc2F)nnc1SCC(=O)Nc1ccccc1Cl was read as DUSP3 inh -10, Vc quorum ag inactive, PriA SSB inh -4, CCHF vOTU inh -16, Rv3671c protease 0, Y pestis TopoI 7, MazF activator 2, PrPC surface inh 1, 3CLpro inhibitor 6 and TcdB inh -0.2.
Screening CC(Sc1nc(N)cc(=O)[nH]1)C(=O)NNC(=O)c1cccc(Cl)c1 (configuration not stated) returned Vc quorum ag inactive, PriA SSB inh -11, CCHF vOTU inh 7, Rv3671c protease 6, Y pestis TopoI 0, MazF activator 6, PrPC surface inh 9 and TcdB inh 1.4.
For COc1cccc(-c2cc(C(F)(F)F)nc(-n3cncn3)n2)c1 the results were DUSP3 inh 13, Vc quorum ag inactive, PriA SSB inh -16, CCHF vOTU inh -9, Rv3671c protease -3, Y pestis TopoI 5, MazF activator -3, PrPC surface inh 2 and 3CLpro inhibitor -2.
Cc1csc(NC(=O)Cn2nc(C)c([N+](=O)[O-])c2C)n1 was read as DUSP3 inh 26, Vc quorum ag inactive, PriA SSB inh -15, CCHF vOTU inh -5, Rv3671c protease 0, Y pestis TopoI -12, MazF activator -5, PrPC surface inh -3, 3CLpro inhibitor 2 and TcdB inh 1.4.
O=S(=O)(/N=C(\c1ccccc1)N1CCOCC1)c1ccc(Cl)cc1 was read as DUSP3 inh -13, Vc quorum ag -0.2, CCHF vOTU inh 5, Rv3671c protease -1, Y pestis TopoI -1, MazF activator -3, PrPC surface inh 1, 3CLpro inhibitor -1 and TcdB inh 4.3.
For COc1ccccc1-n1c(=O)c2c3c(sc2n2c(SC)nnc12)CCC3 the results were Vc quorum ag 4.2, PriA SSB inh -15, CCHF vOTU inh 1, Rv3671c protease 8, Y pestis TopoI 5, MazF activator 0, PrPC surface inh 11 and 3CLpro inhibitor 1.
Screening C[C@H](CO)N1C[C@H](C)[C@@H](CN(C)C(=O)C2CC2)OCc2cnnn2CCCC1=O returned Vc quorum ag 0.7, CCHF vOTU inh -9, Y pestis TopoI -1, MazF activator -1, PrPC surface inh 8 and TcdB inh 0.2&0.1&0.2.
For COc1ccccc1NC(=O)CN(c1ccccc1OC)S(=O)(=O)c1ccccc1 the results were DUSP3 inh 6, Vc quorum ag -0.1, PriA SSB inh -4, CCHF vOTU inh 12, Rv3671c protease -5, Y pestis TopoI 19, MazF activator -6, PrPC surface inh 1, 3CLpro inhibitor -2 and TcdB inh 0.3.
`CCC(C(=O)NCCC1=CCCCC1)c1ccccc1` (configuration not stated) gave DUSP3 inh 12, Vc quorum ag -1.4, PriA SSB inh -16, CCHF vOTU inh 6, Rv3671c protease -1, Y pestis TopoI 7, MazF activator -1, PrPC surface inh 13, 3CLpro inhibitor -2 and TcdB inh 1.7.
`NC(=O)C1CCN(c2nc(-c3ccccc3F)cs2)CC1` gave Vc quorum ag 0.7, PriA SSB inh -3, CCHF vOTU inh 1, Rv3671c protease 7, Y pestis TopoI 16, MazF activator 2, PrPC surface inh 8 and TcdB inh -0.4.
`CC(=O)c1ccc(NC(=O)C2CCCNC2=O)cc1` (configuration not stated) gave DUSP3 inh 10, Vc quorum ag inactive, PriA SSB inh -3, CCHF vOTU inh 0, Rv3671c protease 2, Y pestis TopoI 0, MazF activator -8, PrPC surface inh -2 and 3CLpro inhibitor -5.
Nc1ccc(N=Nc2ccc(N)cc2)cc1 was read as DUSP3 inh 19, Vc quorum ag -0.2, PriA SSB inh 15, CCHF vOTU inh 16, Rv3671c protease 9, Y pestis TopoI -1, MazF activator 2, PrPC surface inh -19, 3CLpro inhibitor 7 and TcdB inh -2.7.
`CC1CN(CCCCOc2ccc(F)cc2)CC(C)O1` (configuration not stated) gave DUSP3 inh 32, Vc quorum ag inactive, PriA SSB inh 1, CCHF vOTU inh 6, Rv3671c protease 8, Y pestis TopoI 3, MazF activator 19, PrPC surface inh -3, 3CLpro inhibitor -1 and TcdB inh -0.1.
O=C(COC(=O)C12CC3CC(CC(Br)(C3)C1)C2)Nc1ccc2[nH]c(=O)[nH]c2c1 was read as Vc quorum ag -2.5, PriA SSB inh 26, CCHF vOTU inh -6, Rv3671c protease -2, Y pestis TopoI -3, MazF activator -4, PrPC surface inh 0 and TcdB inh 2.1.
For O=C(COC(=O)c1ccc(O)cc1O)NNC(=O)c1cccs1 the results were Vc quorum ag -0.1, PriA SSB inh -7, CCHF vOTU inh -5, Rv3671c protease 3, Y pestis TopoI 2, MazF activator 5, PrPC surface inh -6 and TcdB inh 0.4.
COc1ccc(NC(=S)N2CCC(C(=O)c3ccc(F)cc3)CC2)c(OC)c1 was read as DUSP3 inh -10, Vc quorum ag -0.2, PriA SSB inh 1, CCHF vOTU inh 1, Rv3671c protease -3, Y pestis TopoI 21, MazF activator 3, PrPC surface inh -7, 3CLpro inhibitor 1 and TcdB inh 0.1.
`COC(=O)c1ccc(NS(=O)(=O)c2ccc(OC)cc2)cc1` gave DUSP3 inh -1, Vc quorum ag 0.6, PriA SSB inh -3, CCHF vOTU inh -7, Rv3671c protease 1, Y pestis TopoI 5, MazF activator 5, PrPC surface inh 1, 3CLpro inhibitor 1 and TcdB inh 0.9.
`Nc1ccc(Br)cc1` gave Vc quorum ag -0.5, PriA SSB inh 1&-6, CCHF vOTU inh -6, Y pestis TopoI 2, MazF activator -14, PrPC surface inh 2 and TcdB inh 7.5.
O=C(c1ccc(COc2ccccc2Cl)o1)N1N=C(C(F)F)CC1(O)C(F)F (configuration not stated) was read as DUSP3 inh -2, Vc quorum ag 1.0, PriA SSB inh 1, CCHF vOTU inh 4, Rv3671c protease -17, Y pestis TopoI -3, MazF activator -2, PrPC surface inh 8, 3CLpro inhibitor 1 and TcdB inh 1.8.
`Cc1cc(NC(=O)COC(=O)c2cc(S(=O)(=O)N(C)c3ccccc3)ccc2Cl)no1` gave DUSP3 inh 13, Vc quorum ag inactive, PriA SSB inh 8, CCHF vOTU inh 0, Rv3671c protease -3, Y pestis TopoI 8, MazF activator 8, PrPC surface inh 6, 3CLpro inhibitor 1 and TcdB inh 3.0.
Screening Clc1ccccc1SCc1nc2ccccc2[nH]1 returned DUSP3 inh -7, Vc quorum ag -0.2, PriA SSB inh -17, CCHF vOTU inh -8, Rv3671c protease -6, Y pestis TopoI -11, MazF activator -3, PrPC surface inh -4 and 3CLpro inhibitor -3.
For CCN(C(=O)c1ccc(NC(=O)C2CCCCC2C(=O)O)cc1)c1ccccc1 (configuration not stated) the results were Vc quorum ag inactive, CCHF vOTU inh 11, Y pestis TopoI 4, MazF activator -4, PrPC surface inh -8 and TcdB inh -0.4.
`Cc1c(Cl)cccc1NC(=O)CSc1ncnc2c1cnn2CCc1ccccc1` gave DUSP3 inh -14, PriA SSB inh 15, CCHF vOTU inh 12, Rv3671c protease -12, Y pestis TopoI -1, MazF activator -11, PrPC surface inh 1 and 3CLpro inhibitor 2.
Screening CCC(=O)NNC(=O)CCC(=O)Nc1ccc(C)cc1C returned DUSP3 inh 17, Vc quorum ag -0.4, PriA SSB inh -14, CCHF vOTU inh 2, Rv3671c protease 3, Y pestis TopoI -9, MazF activator 14, PrPC surface inh 6, 3CLpro inhibitor 4 and TcdB inh 0.6.
CCOC(=O)c1c(/N=C/C2C(=O)CCCC2=O)sc(C)c1C was read as DUSP3 inh -17, Vc quorum ag -0.5, CCHF vOTU inh -10, Rv3671c protease 4, Y pestis TopoI 6, MazF activator 18, PrPC surface inh 1, 3CLpro inhibitor 3 and TcdB inh 0.5.
COc1ccc(NC(=O)/C(=C/c2ccc3c(c2)OCO3)NC(C)=O)cc1 was read as DUSP3 inh 7, Vc quorum ag -0.2, PriA SSB inh -10, CCHF vOTU inh 10, Rv3671c protease 3, Y pestis TopoI -8, MazF activator -1, PrPC surface inh -2, 3CLpro inhibitor 4 and TcdB inh -0.5.
For Cc1cccc(C)c1NC(=O)CSc1nc2ccccc2c(=O)[nH]1 the results were DUSP3 inh -4, Vc quorum ag inactive, PriA SSB inh 2, CCHF vOTU inh -3, Rv3671c protease 0, Y pestis TopoI 2, MazF activator 6, PrPC surface inh 7 and 3CLpro inhibitor 4.
`Cc1ccc(S(=O)(=O)N(Cc2ccccc2F)C(=O)N2CCN(C)CC2)cc1` gave Vc quorum ag inactive, PriA SSB inh -23, CCHF vOTU inh 0, Rv3671c protease 6, Y pestis TopoI -5, MazF activator 5, PrPC surface inh -2 and TcdB inh -0.6.
`Cc1ccc(-c2nc3ncccn3c2NC2CCCC2)o1` gave DUSP3 inh 33, Vc quorum ag -1.0, PriA SSB inh -10, CCHF vOTU inh 0, Rv3671c protease -4, Y pestis TopoI 7, MazF activator 4, PrPC surface inh -13 and 3CLpro inhibitor -1.

Reprinted from the part before: 3 compounds, then new ones.
For Cc1cccc(C)c1NC(=O)CSc1nc2ccccc2c(=O)[nH]1 the results were DUSP3 inh -4, Vc quorum ag inactive, PriA SSB inh 2, CCHF vOTU inh -3, Rv3671c protease 0, Y pestis TopoI 2, MazF activator 6, PrPC surface inh 7 and 3CLpro inhibitor 4.
`Cc1ccc(S(=O)(=O)N(Cc2ccccc2F)C(=O)N2CCN(C)CC2)cc1` gave Vc quorum ag inactive, PriA SSB inh -23, CCHF vOTU inh 0, Rv3671c protease 6, Y pestis TopoI -5, MazF activator 5, PrPC surface inh -2 and TcdB inh -0.6.
`Cc1ccc(-c2nc3ncccn3c2NC2CCCC2)o1` gave DUSP3 inh 33, Vc quorum ag -1.0, PriA SSB inh -10, CCHF vOTU inh 0, Rv3671c protease -4, Y pestis TopoI 7, MazF activator 4, PrPC surface inh -13 and 3CLpro inhibitor -1.
Screening Cc1nn(Cc2ccc(Cl)cc2)c2sc(C(=O)OCC(N)=O)cc12 returned DUSP3 inh 12, Vc quorum ag -0.5, PriA SSB inh -10, CCHF vOTU inh -10, Rv3671c protease 0, Y pestis TopoI 2, MazF activator -4, PrPC surface inh 1 and 3CLpro inhibitor 2.
`O=C(Nc1ccc2c(c1)OCO2)NC1(C(F)(F)F)Oc2ccccc2O1` gave DUSP3 inh 26, Vc quorum ag -0.7, PriA SSB inh 27, CCHF vOTU inh 2, Rv3671c protease 0, Y pestis TopoI -17, MazF activator 10, PrPC surface inh -8 and 3CLpro inhibitor 3.
COc1cc(C2SCC(=O)N2Cc2ccccc2)cc(OC)c1OC (configuration not stated) was read as DUSP3 inh 40, Vc quorum ag inactive, PriA SSB inh -3, CCHF vOTU inh 7, Rv3671c protease -44, Y pestis TopoI -7, MazF activator 5, PrPC surface inh 7, 3CLpro inhibitor 2 and TcdB inh 1.3.
`C[C@H]1CN([C@@H](C)CO)C(=O)c2cc(NC(=O)C3CCCCC3)ccc2O[C@H]1CN(C)S(=O)(=O)c1ccccc1` gave Vc quorum ag inactive, PriA SSB inh 3, CCHF vOTU inh -2, Rv3671c protease 2, Y pestis TopoI 22, MazF activator 6, PrPC surface inh 6 and TcdB inh 0.7&1.5.
Fc1ccc(-c2cnc3n2CCCCC3)cc1 was read as DUSP3 inh 24, Vc quorum ag -0.2, PriA SSB inh 0, CCHF vOTU inh -16, Rv3671c protease -8, Y pestis TopoI 9, MazF activator -6, PrPC surface inh 0, 3CLpro inhibitor -4 and TcdB inh 0.7.
Screening C[C@@H]1CN([C@@H](C)CO)C(=O)c2cccc(NC(=O)c3ccncc3)c2O[C@@H]1CN(C)Cc1ccc(-c2ccccc2)cc1 returned Vc quorum ag 2.4, PriA SSB inh 2, CCHF vOTU inh 11, Rv3671c protease -12, Y pestis TopoI 11, MazF activator -17, PrPC surface inh -5 and TcdB inh -0.7&1.3.
Screening CCCOC(=O)C1=C(C)NC2=C(C(=O)C(C(=O)OC)C(C)C2)C1c1ccc(N(C)C)cc1 (configuration not stated) returned DUSP3 inh -11, Vc quorum ag -0.5, PriA SSB inh -6, CCHF vOTU inh -5, Rv3671c protease 1, Y pestis TopoI 0, MazF activator -8, PrPC surface inh -4 and 3CLpro inhibitor 0.
